Compound activity deposited in PubChem by National Center for Advancing Translational Sciences (NCATS).
TRPV1 agonist – human TRPV1 agonism; Q8NER1; TRPV1-expressing cells, Fluo-8 calcium influx, agonist mode; activation, % at 8.33 µM; 320,000 compounds, 0.19% hits; AID 540275; in the data active = activation above about 80%; inconclusive = between about 30% and that limit; also: 0% is about no effect
Target sequence (Q8NER1 whole entry, looked up): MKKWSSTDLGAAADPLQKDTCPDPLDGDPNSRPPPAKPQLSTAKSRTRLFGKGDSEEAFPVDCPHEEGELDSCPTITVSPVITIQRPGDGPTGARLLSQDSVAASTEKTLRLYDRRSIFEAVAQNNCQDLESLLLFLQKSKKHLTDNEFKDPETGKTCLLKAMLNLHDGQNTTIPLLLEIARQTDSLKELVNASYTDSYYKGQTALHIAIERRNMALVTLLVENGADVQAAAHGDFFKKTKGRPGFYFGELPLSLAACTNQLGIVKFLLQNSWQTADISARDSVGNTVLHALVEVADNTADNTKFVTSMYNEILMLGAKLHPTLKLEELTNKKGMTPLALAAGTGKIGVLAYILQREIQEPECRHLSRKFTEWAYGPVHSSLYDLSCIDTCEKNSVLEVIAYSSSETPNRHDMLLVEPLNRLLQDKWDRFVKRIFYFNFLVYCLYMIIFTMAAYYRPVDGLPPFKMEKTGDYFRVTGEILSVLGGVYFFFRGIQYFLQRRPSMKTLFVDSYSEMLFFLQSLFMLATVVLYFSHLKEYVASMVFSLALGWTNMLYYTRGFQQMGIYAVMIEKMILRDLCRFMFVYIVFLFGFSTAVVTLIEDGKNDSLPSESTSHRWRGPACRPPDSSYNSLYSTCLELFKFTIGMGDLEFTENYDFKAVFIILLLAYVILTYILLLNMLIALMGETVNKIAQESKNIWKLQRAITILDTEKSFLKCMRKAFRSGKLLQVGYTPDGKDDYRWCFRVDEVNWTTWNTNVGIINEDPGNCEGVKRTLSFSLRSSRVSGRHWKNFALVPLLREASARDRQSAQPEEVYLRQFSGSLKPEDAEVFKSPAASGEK
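TRPV1-expressing cells were cultured overnight at 35.5C and loaded with Fluo-8 calcium dye for 40 to 90 min at room temperature. After a 10 s baseline, compound was added and calcium influx was read kinetically for 3 min (ex 480/em 520 nm).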
a7 integrin act – integrin-mediated muscular dystrophy alleviation activation. alpha7betagal myoblasts, beta-gal FDG fluorescence, 48 h. Potency, µM (top dose mostly 38.3 µM), for inactives: at the top dose activation, usual class: activators. 350,000 compounds, 0.064% hits. AID 624291;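 also: potency is read from the fitted curve at half-maximal effect; 100% = response of the positive control SU9516; nearly all actives have a fitted effect of over 60% in size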
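alpha7betagal+/- myoblasts (passage 13, 250/well) treated 48 h at 37C with compounds at 1:260 dilution of DMSO stock. Lysed, then beta-galactosidase activity read as FDG fluorescence (ex 480/em 540) after 30 min, with pre-read for autofluorescence.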
B2AR arrestin – recruits beta-arrestin to the human beta2-adrenergic receptor; P07550; beta-arrestin recruitment to beta2AR, cell-based reporter; Potency, µM (titrated, usually from 46.1 µM), inactives show at the highest dose activation, hits mostly activators; 330,000 compounds, 0.02% hits; AID 492947;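 also: potency is read from the fitted curve at half-maximal effect; 0% = DMSO controls and full agonism = EC100 isoproterenol or metaproterenol; nearly all actives have a fitted effect of over 65% in size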
TCR activator – activates T cell receptor signaling. primary human leukocytes, anti-CD3, IL-2 HTRF, 48 h. Potency, µM (series often up to 9.22 µM), without a hit: at the top dose activation of IL-2 secretion, most hits filed as activators. 330,000 tested, under 10 active. AID 504894; also: % of control where 0% means no effect
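Readout: HTRF IL-2, Eu-cryptate/d2 antibody pair, 320nm excitation, 665nm emission. Stimulus: a-CD3 beads, no co-stimulation. Cells: primary human leukocytes. Exposure: 48 hr with compound.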
MLL CXXC-DNA inh – MLL CXXC-DNA interaction inhibition | Q03164 | AID 2662 | 290,000 compounds, 0.037% hits | MLL-CXXC / FITC-HOXA9 DNA fluorescence polarization | Potency, µM (top dose mostly 115 µM), without a hit: at the highest dose activity change, negative = inhibition, actives largely listed as inhibitors; active = well fitted inhibition curve with a large enough effect in the polarisation, with a control signal flat, not every such curve was filed as active; inconclusive = small, poorly fitted or top-dose-only effect, or effect the other way, or a change in a side signal; inactive = no such curve, though single readings can be large or run the other way; the % refers to the polarisation; also: potency is read from the fitted curve at half-maximal effect
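Purified MLL-CXXC (added from a 7 uM solution) was preincubated 5 min at ambient with pinned compounds in 50 mM Tris-HCl pH 7.5, 50 mM NaCl, 1 mM DTT, 0.05% BSA. Fluorescein-labeled HOX-A9 DNA (50 nM solution) followed, 30 min, then polarization read.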
BRCA1 expr up – BRCA1 expression activation; MCF7-BRCA1-FFLuc reporter, luminescence, 48 h; response scale: scaled: vehicle 0%, 10 µM genistein 100%; Potency, µM (highest dose often 46.1 µM), without a hit: at the top dose activation, actives largely listed as activators; 380,000 compounds, 1.1% hits; AID 624202; also: potency is read from the fitted curve at half-maximal effect; nearly all actives have a fitted effect of over 80% in size; some results filed as inactive show a strong effect at the top dose
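48 h compound treatment of MCF7-BRCA1-FFLuc cells (phenol-red free MEM, 37 °C), then 15 min with luciferase substrate and luminescence imaging.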
p53 reactivator – re-activators of mutant p53. H1299 p53-A138V BP100-luciferase reporter, luminescence, 24 h. Potency, µM (series often up to 92.2 µM), for inactives: at the top dose activity change, positive = activation, most hits filed as activators. 320,000 compounds, 0.063% hits. AID 504706; also: potency is read from the fitted curve at half-maximal effect; % of control where 0% means no effect; nearly all actives have a fitted effect of over 45% in size
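H1299 (p53-null), stable ts p53-A138V + BP100-Luc; 1000 cells/well, Opti-MEM/10% FBS; cpd 4 pt, 1:5; 24 h, 37 deg C, 5% CO2; detection reagent 10 min RT; luminescence.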
ELG1 DNA repair – blocks ELG1-dependent DNA repair in HEK293T cells; 330,000 compounds, 2.3% hits; Potency, µM (top dose mostly 46.1 µM), inactives show at the top dose activity change, negative = inhibition, usual class: inhibitors; HEK293T ELG1-luciferase reporter, luminescence, 16 h; DNA damage induced by 5-fluorouridine; AID 504467; also: potency is read from the fitted curve at half-maximal effect; % is scaled to controls: 0 for no effect and ±100 for the full control effect; nearly all actives have a fitted effect of over 55% in size
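5-Fluorouridine DNA damage + compound/DMSO, 2,000 cells/well, 16 h, 37 °C/5% CO2. ONE-Glo, 30 min RT, luminescence. Readout = decrease in reporter signal.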
PTAP TSG101 blk – blocks PTAP/TSG101 interaction to inhibit HIV-1 budding. Potency, µM (series often up to 115 µM), inactives show at the top dose activity change, negative = inhibition, most hits filed as inhibitors. Fluorescence polarization, FITC-PTAP peptide / Tsg101 binding. Q99816. AID 493005. 340,000 tested, under 10 active; active = well fitted inhibition curve with a large enough effect in the main read-out, with a control signal flat, not every such curve was filed as active; inconclusive = small, poorly fitted or top-dose-only effect, or effect the other way, or a change in a side signal; inactive = no such curve, though single readings can be large or run the other way; also: potency is read from the fitted curve at half-maximal effect; % of control where 0% means no effect
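Steps: Tsg101 binding domain dispensed (10 uM final), compounds pinned in DMSO, FITC-labeled PTAP-motif peptide added (50 nM final); after 20 min binding at room temperature, polarization measured.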
A-T KAP1 phos – candidate therapy for ataxia-telangiectasia. AID 485349. […] A-T fibroblasts, KAP-1 phosphorylation AlphaLISA; neocarzinostatin DNA damage 30 min before lysis. Potency, µM (highest dose often 57.5 µM), for inactives: top-dose activation, most hits filed as activators. 320,000 compounds, 0.19% hits; also: potency is read from the fitted curve at half-maximal effect; % of control where 0% means no effect; nearly all actives have a fitted effect of over 45% in size
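hTERT-immortalized A-T patient fibroblasts ([…]), 500 cells/well in OPTI-MEM, 1% FBS, got compounds for 60 min, then NCS for 30 min at 37C. Lysates were then assayed for phospho-KAP-1 by AlphaLISA (anti-pKAP1 donor, anti-KAP1 acceptor beads), 6 hr at 25C.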
Active calls of the source: *; ? = inconclusive; . = not tested or not shown; & = joins results of further samples; [ ] = dose if it differs, or a comment. Unless noted, calls follow the shape of the dose curve; as a rule, active = well fitted curve in the direction sought with a large enough effect; inconclusive = small, poorly fitted or top-dose-only effect, or another doubt; inactive = no such curve, though single readings can be large; an effect the other way counts as inactive or inconclusive.

#	smiles	TRPV1 agonist	a7 integrin act	B2AR arrestin	TCR activator	MLL CXXC-DNA inh	BRCA1 expr up	p53 reactivator	ELG1 DNA repair	PTAP TSG101 blk	A-T KAP1 phos
1	O=C1CC(=C2c3ccccc3-c3ccccc32)C(=O)N1CCN1CCN(c2cccc(Cl)c2)CC1	.	-28%	.	-1%	.	5%	.	.	-6%	.
2	C=CCNc1nc2ccccc2c(=O)[nH]1	1	?	0.1%	-4%	6%	-1%	-1%	-5%	0%	-3%
3	CCC1CN(C(=O)N2CCC(C(=O)NCc3ccco3)CC2)c2ccccc2O1 (stereo unspecified)	1	-25%	-1.0%	-3%	4%	4%	1%	2%	-5%	-2%
4	Cc1ccc(OCC(=O)NNC(=O)CSc2ncnc3sc(C)c(C)c23)cc1	0	9%	0.0%	0%	-7%	-12%	1%	16%	-2%	2%
5	Oc1ccc(/C=N/NC(=S)NC2CC3CCC2C3)cc1 (stereo unspecified)	-3	1%	?	4%	-23%	94%	19%	?	1%	-1%
6	O=C(NCc1cccc(C(F)(F)F)c1)C1CC2Cn3c(nc4ccccc43)C2N1Cc1ccccc1 (stereo unspecified)	.	-7%	.	-5%	.	0%	.	.	-3%	.
7	C=CCNc1oc(-c2cccc(F)c2)nc1C#N	.	.	-0.3%	1%	.	10%	22%	22%	0%	-9%
8	O=C(Nc1ccc(-c2cccc(F)c2)cc1)C1CCCN(Cc2ccccn2)C1 (stereo unspecified)	3	-42%	0.1%	2%	22%	-7%	-7%	-15%	0%	3%
9	COc1ccc(C(=O)NN(C)c2nc(-c3ccccc3)cc(C)c2S(C)(=O)=O)cc1	2	-5%	-0.2%	0%	10%	-38%	-7%	?	-1%	0%
10	C=CCSc1ncccc1C(=O)O	-3	10%	-0.3%	-12%	5%	9%	14%	?	-9%	-4%
11	COc1ccccc1CC(NC(C)=O)C(=O)NC1CCN(C(=O)c2ccc(C)cc2)CC1 (stereo unspecified)	-3	0%	-0.2%	2%	2%	18%	2%	11%	-1%	6%
12	CCOC(=O)c1c(C)oc2ccc(OC(=O)COc3c(F)c(F)c(F)c(F)c3F)cc12	2	?	-0.7%	2%	1%	?	0%	24%	-4%	9%
13	CCOC(=O)C1=C(CN2c3ccccc3CC2C)NC(=O)NC1c1ccccc1 (stereo unspecified)	5	-5%	-0.3%	0%	8%	-43%	-7%	-15%	-1%	-1%
14	Cc1ccc(-c2nnn(CC(=O)N3CCCCC3)n2)cc1	5	1%	-0.4%	.	5%	-21%	17%	9%	0%	10%
15	OC(CN1CCOCC1)CN1CCOCC1	1	-7%	-1.2%	-2%	11%	1%&20%	0%	-1%	-3%	19%
16	CC(C)(C)c1ccc(C(=O)NCCCNC(=O)c2cccnc2)cc1	28	-13%	-0.2%	3%	8%	58%	6%	?	-4%	0%
17	C=C1C2(C(=O)Nc3ccc(SC(F)F)cc3)CCC(C2)C1(C)C (stereo unspecified)	?	31%	-0.1%	-8%[46.1 µM]	10%	4%	0%	10%	1%	2%
18	Cc1onc(-c2ccccc2)c1C(=O)N1CCN(Cc2ccccc2)CC1	3	-25%	0.1%	-3%	0%	0%	-3%	-17%	2%	17%
19	Cc1cccc(NC(=O)c2ccc(S(=O)(=O)N(C)C)cc2)n1	19	22%	0.2%	2%	-5%	71%	15%	22%	-9%	8%
20	Cc1ccc(S(=O)(=O)Cn2nnnc2C(C(C)C)N2CCc3ccccc3C2)cc1 (stereo unspecified)	10	-9%	-0.1%	-14%	1%	3%	7%	1%	-1%	-5%
21	c1cn(-c2ncnc3sc4c(c23)CCCC4)cn1	-1	-16%	0.5%	0%	-18%	-35%	-8%	?	0%	-1%
22	CCOc1ccc(NC(=O)c2ccc(NC(=O)COC(=O)Cc3ccc(OC)cc3)cc2)cc1	2	-13%	-0.1%	-3%	4%	4.5µM*	5%	?	0%	2%
23	COc1ccc(/C=C2/C(=N)N3N=C(CC(=O)N4CCCC4)SC3=NC2=O)cc1OC	-4	-13%	0.4%	-8%	0%	10%	13%	14%	-2%	3%
24	COC(=O)C1=C(C)N(c2ccccc2)C(=S)NC1c1ccccc1C(F)(F)F (stereo unspecified)	8	0%	0.1%	-3%	-4%	-33%	-4%	-16%	-9%	-2%
25	O=C(Nc1nnc(S(=O)(=O)N2CCCCC2)s1)c1cccc(Br)c1	-2	0%	0.1%	-6%	.	21%	.	-1%	0%	-3%

The closing 2 compounds of the part before lead into the next:
#	smiles	TRPV1 agonist	a7 integrin act	B2AR arrestin	TCR activator	MLL CXXC-DNA inh	BRCA1 expr up	p53 reactivator	ELG1 DNA repair	PTAP TSG101 blk	A-T KAP1 phos
24	COC(=O)C1=C(C)N(c2ccccc2)C(=S)NC1c1ccccc1C(F)(F)F (stereo unspecified)	8	0%	0.1%	-3%	-4%	-33%	-4%	-16%	-9%	-2%
25	O=C(Nc1nnc(S(=O)(=O)N2CCCCC2)s1)c1cccc(Br)c1	-2	0%	0.1%	-6%	.	21%	.	-1%	0%	-3%
26	Cc1ccc(-n2c(=S)[nH]c3c(oc4ccccc43)c2=O)cc1	-2	3%	1.0%	-3%[46.1 µM]	7%	2%	?	?	-5%	-2%
27	Cc1noc(C)c1CSc1nnc2scc(-c3ccccc3)n12	-4	-33%	0.2%	4%	-5%	-3%	-10%	14%	-2%	5%
28	O=C(COC(=O)CNS(=O)(=O)c1ccc2ccccc2c1)Nc1ccccc1Sc1ccccc1	0	-1%	-0.6%	-1%[46.1 µM]	2%	-18%	-2%	15%	3%	-14%
29	CN(C)S(=O)(=O)n1cc(/C=C(\NC(=O)c2ccccc2Cl)C(=O)NCCN2CCOCC2)c2ccccc21	27	28%	-1.0%	2%	7%	2%	11%	-26%	1%	-5%
30	Oc1ccccc1C1=Nc2ncnn2C(c2ccccc2)C1 (stereo unspecified)	?	-15%[7.66 µM]	-0.1%	.	-7%	-46%	1%	?	-6%	3%
31	Oc1ccccc1Cn1nnc2ccccc21	30	-23%	-0.1%	-1%	3%	7%	.	-11%	1%	0%
32	COc1ccc(N(CC(=O)NCc2ccco2)S(=O)(=O)c2ccc(C)cc2)cc1OC	-2	0%	-0.2%	-1%	18%	-15%	-8%	14%	-3%	-2%
33	O=C(/C=C/c1ccccc1)NCC(=O)N/N=C/c1ccco1	-1	-2%	-0.3%	0%	11%	-3%	-3%	1%	3%	17%
34	CCNC(=S)N=Nc1c(O)n(Cc2ccc(Cl)cc2)c2ccccc12	-7	-24%	-0.4%	3%[46.1 µM]	1%	-50%	-5%	-27%	-1%	5%
35	Cc1nn(-c2ccccc2)c(N)c1N=Nc1cccnc1	5	4%	-0.9%	-6%	17%	?	0%	?	1%	-12%
36	COc1ccc(N2C(=O)CC(N3CCN(S(=O)(=O)c4cc(C)ccc4C)CC3)C2=O)cc1 (stereo unspecified)	-1	21%	0.0%	6%	1%	2%	-1%	0%	-3%	2%
37	COc1cc2c(cc1OC)C(C(=O)Nc1cc(C)c(OC)c(C)c1)CC(=O)N2 (stereo unspecified)	-1	2%	-0.1%	-8%	-5%	-18%	-9%	6%	-2%	6%
38	COc1ccc(C)cc1NC(=O)CN(C)S(=O)(=O)c1ccc2c(c1)n(C)c(=O)c(=O)n2C	-5	13%	-0.4%	3%	-4%	-10%	8%	8%	10%	-17%
39	O=C1OC(c2ccccc2)c2ccccc21 (stereo unspecified)	1	-15%	-0.2%	7%[46.1 µM]	-7%	-18%	-14%	7%	0%	9%
40	COc1ccc(NC(=O)[C@@H](NC(=O)c2ccccc2F)C(C)C)cc1S(=O)(=O)N1CCOCC1	-1	15%	-0.4%	-7%	9%	-20%	-1%	-3%	0%	4%
41	CC(=O)N1c2ccc(S(=O)(=O)NCCC(=O)NC3CCCC(C)C3C)cc2CC1C (stereo unspecified)	-5	-44%[inhibitor]	0.1%	3%	1%	-26%	2%	9.2µM*	1%	0%
42	NC(N)=NS(=O)(=O)c1ccc(NC(=S)NC(=O)c2ccncc2)cc1	-3	21%	0.1%	-2%	-10%	-14%	1%	11%	-6%	1%
43	Cc1ccc2nc(NC(=O)CCn3c(=O)sc4ccccc43)sc2c1	-1	17%	0.0%	5%	16%	38%	-2%	-10%	-7%	3%
44	O=[n+]1cc(-c2cccc3ccccc23)n([O-])c2c1CCC2	-4	6%	-0.5%	4%	-9%	-16%	0%	9%	-5%	.
45	COc1ccc(S(=O)(=O)NCC(=O)N(CC(=O)NCc2ccccc2)Cc2ccco2)cc1	5	?	-0.1%	3%	44%[activator]	-9%	-1%	-4%	-1%	-3%
46	CCOc1ccccc1NC(=O)C(OC(=O)c1cnccn1)c1ccccc1 (stereo unspecified)	-4	-2%	0.2%	-6%	.	-18%	-3%	0%	-1%	.
47	Cc1ccc[n+](-c2nc3ccccc3nc2[N-]S(=O)(=O)c2ccccc2)c1	-1	-1%	-0.5%	-1%	7%	0%	1%	-5%	-1%	-6%

Compounds as they come; 3.8% or so of the library scored in one or more.
